Assay outcomes: PubChem BioAssay, National Center for Advancing Translational Sciences (NCATS)
HT1080NT lethal = kills 2HG-producing HT-1080-NT fibrosarcoma cells | HT-1080-NT fibrosarcoma viability, CellTiter-Glo ATP luminescence, 48 h | Potency, µM (doses to about 46.1 µM), inactives show at the highest dose activity, negative = less viability, actives largely listed as cytotoxic | actives 1.6% (n = 360,000);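 note: NT is the 2HG producing partner of a matched IDH1 knockdown line; potency is the fitted concentration of half-maximal effect; 0% = DMSO-treated cells and -100% = media-only wells without cells; nearly all actives have a fitted effect of over 55% in size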
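Toxicity toward the 2HG-producing NT line was scored as %Activity, normalised to DMSO and no-cell wells, from CellTiter-Glo luminescence after 48 hours' treatment.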
KB-V1 MDR tox = KB-V1 MDR subline cytotoxicity; actives 3.4% (n = 400,000); Potency, µM (top dose mostly 46.1 µM), without a hit: at the highest dose activity change, negative = cytotoxicity, most hits filed as cytotoxic; KB-V1 MDR cells viability, CellTiter-Glo, 72 h; note: potency is the fitted concentration of half-maximal effect; % is set by controls: 0 for no effect and ±100 for the full control effect; nearly all actives have a fitted effect of over 60% in size
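Luminescent ATP read-out (CellTiter-Glo, 10 min) measures survival of drug-selected KB-V1 MDR cells after 72 h, 37 degrees C compound exposure. Medium: phenol-red-free DMEM, 10% FBS. Values from fitted concentration-response curves.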
SW480 rerep = inducers of DNA re-replication in SW480 colon cancer cells; SW480 DNA re-replication, Hoechst DNA content imaging, 48 h; Potency, µM (highest dose often 46.1 µM), inactives show top-dose re-replication activation, most hits filed as activators; actives 1.8% (n = 340,000); note: potency is the fitted concentration of half-maximal effect; % of control where 0% means no effect; nearly all actives have a fitted effect of over 55% in size
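DNA re-replication was detected as more nuclei of elevated Hoechst intensity after 48 hr exposure to compound (23 nL pinned per well of 250 cells).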
DRD3 agonist = agonists of human D3 dopamine receptor | actives 0.58% (n = 410,000) | P35462 | max activation, % | D3R DiscoveRx beta-arrestin cells, luminescence, 90 min; in the data active = max activation above about 30%; note: 0% is about no effect; mostly tested at two doses, the higher about 12 µM
Target sequence (P35462 whole entry, looked up): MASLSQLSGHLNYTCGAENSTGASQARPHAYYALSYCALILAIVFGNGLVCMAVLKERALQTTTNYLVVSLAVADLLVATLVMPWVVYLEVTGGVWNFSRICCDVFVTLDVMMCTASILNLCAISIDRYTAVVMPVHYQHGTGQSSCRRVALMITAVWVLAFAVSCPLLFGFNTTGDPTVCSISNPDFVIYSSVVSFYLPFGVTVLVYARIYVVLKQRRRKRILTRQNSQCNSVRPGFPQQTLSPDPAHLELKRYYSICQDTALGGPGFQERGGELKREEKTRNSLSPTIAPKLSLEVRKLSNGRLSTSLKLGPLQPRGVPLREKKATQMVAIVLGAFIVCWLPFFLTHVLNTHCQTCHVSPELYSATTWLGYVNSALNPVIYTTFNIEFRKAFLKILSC
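Cells at 1500/well, incubated overnight, then treated with pinned compounds (dopamine as control) for 90 min at 37 degrees C. DiscoveRx reagent added for 30 - 60 minutes at room temperature; luminescence read.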
IL1B secr inh = blocks inflammasome-driven IL-1 beta release | THP-1 LPS/ATP IL-1B secretion, AlphaLISA, 16 h; stronger effect = lower value | activity change, % at 57.5 µM | actives 4.7% (n = 360,000); in the data active = activity change below about -50%; inconclusive = mostly about -30% to -49%; note: % is set by controls: 0 for no effect and ±100 for the full control effect
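Secreted IL-1B measured by AlphaLISA bead assay after 16 h compound exposure of THP-1 cells; compounds (final up to 57.5 uM) added 1 h before LPS (250 ng/mL) and ATP (1.25 mM) stimulation; lower signal means less secretion.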
KB-3-1 cytotox = kills parental KB-3-1 adenocarcinoma cells | actives 1.4% (n = 400,000) | KB-3-1 viability, CellTiter-Glo ATP luminescence, 72 h | Potency, µM (highest dose often 46.1 µM), for inactives: at the highest dose activity change, negative = cytotoxic, actives largely listed as cytotoxic; note: potency is the fitted concentration of half-maximal effect; % is set by controls: 0 for no effect and ±100 for the full control effect; nearly all actives have a fitted effect of over 60% in size
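Luminescent ATP read-out (CellTiter-Glo) measures survival of drug-naive KB-3-1 cells after 72 h compound exposure at 37 °C. Titration series was screened from lowest to highest concentration, with DMSO vehicle plates as background controls.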
HT1080 IDH1KD tx = HT-1080 IDH1 knockdown cell toxicity (counter line); HT-1080 IDH1 knockdown viability, ATP luminescence, 48 h; Potency, µM (doses to about 46.1 µM), inactives show at the top dose activity, negative = toxicity, actives largely listed as cytotoxic; actives 2% (n = 360,000); AID 686971;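 note: potency is the fitted concentration of half-maximal effect; 0% = DMSO wells and -100% = cell-free medium wells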
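Luminescent ATP read-out (CellTiter-Glo, 10 min at room temperature) after 48 h compound exposure at 37 °C gave viability of IDH1-knockdown HT-1080 cells. Activity was normalised to DMSO and cell-free wells, then fitted as concentration-response curves.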
DRD3 antagonist = D3 dopamine receptor (human) antagonism; P35462; D3R cells, DiscoveRx beta-arrestin luminescence, antagonist mode; stronger effect = lower value; max response, negative = inhibition, %; actives 2.5% (n = 360,000); AID 652054; in the data active = max response below about -50%; inconclusive = no clear call, values can overlap the other calls; note: % is set by controls: 0 for no effect and ±100 for the full control effect; mostly tested at two doses, the higher about 12 µM
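Cells plated overnight at 1500 cells/well, then exposed to library compounds with dopamine controls for 90 minutes at 37 degrees C. DiscoveRx reagent added for 30–60 minutes at room temperature; luminescence read, quantitative HTS format.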
GLP1R ag = GLP-1 receptor (human) agonism; actives 0.007% (n = 380,000); HEK293 GLP-1R CRE-luciferase, luminescence, 4-6 h; cells express a hypersensitive GLP-1R form; AID 624172; Potency, µM (titrated, usually from 45.6 µM), inactives show at the top dose activation, actives largely listed as activators; P43220; note: potency is the fitted concentration of half-maximal effect; % of control where 0% means no effect
Target sequence (P43220 whole entry, looked up): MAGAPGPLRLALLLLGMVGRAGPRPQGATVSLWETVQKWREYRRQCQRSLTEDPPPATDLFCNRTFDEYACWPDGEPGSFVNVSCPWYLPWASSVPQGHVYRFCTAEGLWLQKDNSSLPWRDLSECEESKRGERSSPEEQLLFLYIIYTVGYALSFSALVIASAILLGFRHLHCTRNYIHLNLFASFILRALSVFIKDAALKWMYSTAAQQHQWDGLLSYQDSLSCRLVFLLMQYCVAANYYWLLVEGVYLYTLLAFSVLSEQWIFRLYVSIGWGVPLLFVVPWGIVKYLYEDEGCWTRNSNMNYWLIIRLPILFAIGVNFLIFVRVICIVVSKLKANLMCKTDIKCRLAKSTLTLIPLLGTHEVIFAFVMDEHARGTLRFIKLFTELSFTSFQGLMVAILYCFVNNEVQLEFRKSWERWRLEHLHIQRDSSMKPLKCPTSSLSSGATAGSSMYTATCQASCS
Active calls of the source: *; ? = inconclusive; nt = no result given; & = joins results of further samples; [ ] = another dose, or the depositor's remark. Unless noted, calls come from the whole dose curve; as a rule, active = well fitted curve in the direction sought with a large enough effect; inconclusive = small, poorly fitted or top-dose-only effect, or another doubt; inactive = no such curve, though single readings can be large; an effect the other way counts as inactive or inconclusive.

SMILES	HT1080NT lethal	KB-V1 MDR tox	SW480 rerep	DRD3 agonist	IL1B secr inh	KB-3-1 cytotox	HT1080 IDH1KD tx	DRD3 antagonist	GLP1R ag
O=C(NCC(=O)N1CCN(c2ccc([N+](=O)[O-])cc2)CC1)c1ccco1	-5%	-9%	16%	-4	9	2%	-6%	-13	4%
CC1(C(=O)NCc2ccccc2)CN(S(C)(=O)=O)CC(=O)N1Cc1cccc(F)c1 (stereo not drawn)	3%	-3%	nt	-8	38	9%	0%	0	nt
O=C1C(=O)N(CCCN2CCOCC2)C(c2ccc(F)cc2)/C1=C(/O)c1ccccc1 (stereo not drawn)	1%	-3%	-16%	-2	-3	-7%	0%	0	-12%
CC(C)Cc1nc2oc3c(NCc4cccnc4)ncnc3c2c2c1CCC2	2%	?	-20%	5	26	0%	-15%	23	3%
Cc1nnc(SCC(=O)Nc2cc(C(F)(F)F)ccc2N2CCOCC2)o1	5%	-2%	-8%	-3	-6	12%	2%	28	10%
O=C(CSc1nc2ccccc2n1CC(=O)N1CCOCC1)N1CCCC1	11%	5%	1%	4	13	19%	12%	7	-3%
Cc1ccc2cccc(N=Cc3c(C)[nH]n(-c4ccccc4)c3=O)c2n1	-18%	13µM*	7.3µM*	-28	21	1%	?	-99*	20%
O=C(CCCN1C(=O)c2cccc3cccc(c23)C1=O)N1CCN(c2ccccn2)CC1	15%	?	0%	2	-4	?	8%	23	0%
COc1ccc(S(=O)(=O)NC2(C(F)(F)F)N=C(c3ccccc3)NC2=O)cc1 (stereo not drawn)	2%	-11%	4%&2%	2	-15	?	1%	0	-7%
Cc1ccc(NC(=O)c2ccc(S(=O)(=O)N3CCOCC3)cc2)c(C)c1	-1%	-17%	-4%	-2	-10	10%	0%	-5	3%
COc1ccc(C2=NS(=O)(=O)N(C)C(C(=O)Nc3ccc(OC)c(OC)c3)=C2)cc1	1%	-8%	2%	3	9	-15%	1%	-3	1%
O=C(Nc1ccccc1)c1cc(S(=O)(=O)NCc2ccncc2)ccc1Cl	-30%	nt	0%	11	3	nt	-18%	0	-16%
O=C(CNC(=S)N(CCCN1CCOCC1)Cc1cccs1)NC1CCCCCCC1	-17%	-8%	13%	-5	-54*	-9%	-27%	0	22%
O=C(NNC1CC(=O)N(c2ccc3c(c2)OCCO3)C1=O)c1ccccc1 (stereo not drawn)	3%	-8%	-6%	-2	-4	?	3%	15	0%
O=C(Nc1ccccc1F)c1cc2c(s1)-c1ccccc1S(=O)(=O)C2	-18%	0%	20%	1	4	12%	?	-5	-3%
COc1ccc(N2CCN(CCCNC(=O)C3CCN(S(=O)(=O)N4CCOCC4)CC3)CC2)cc1	1%	11%	-1%	16	15	2%	-10%	15	9%
O=C1N2c3ccccc3CCc3cccc(c32)C1(O)C(F)(F)F (stereo not drawn)	-27%	1%	2%	0	6	-8%	-27%	34	4%
CCCCC[C@@H]1C=C(C(=O)O)[C@H](c2ccc(CC)cc2)N1S(=O)(=O)c1ccc(C)cc1	-2%	-7%	-26%[9.22 µM]	10	17	0%	0%	14	-2%
COc1ccc(NC(=O)c2cc3ccccc3cc2O)cc1	?	-6%	?	-9	-99*	0%	?	-61*	4%
O=S(=O)(NN1CCOCC1)c1ccc(Br)cc1	22%	?	-1%	1	-3	4%	10%	7	-5%
Fc1ccc(CSc2nncn2NCc2ccccc2)cc1	3%	?	-9%	1	12	-5%	-3%	-11	7%
O=C(CN1CCN(S(=O)(=O)c2ccc(F)cc2)CC1)Nc1ccc(F)cc1F	10%	-12%	-9%	3	3	1%	9%	3	6%
Cc1ccccc1CNc1nc(N)n(-c2ccccc2)n1	5%	-6%	-3%	5	0	-2%	2%	-13	1%
COc1ccc(C(=O)CSc2nc(=O)n3ccc(C)cc3n2)cc1	-2%	-13%	nt	4	-4	-10%	4%	6	2%
COc1ccc(C2=NS(=O)(=O)N(C)C(C(=O)N(C)Cc3ccccc3)=C2)cc1OC	1%	?	22%	-5&5	-22	-24%&-3%	-12%	8	2%
O=S(=O)(Nc1nc2ccccc2nc1NCCO)c1cccc(Cl)c1	-17%	1%	-2%	-2	27	-4%	-4%	?	0%
COc1ccc(S(=O)(=O)N2CC(C)N(C(=O)N(C)C)C2C)cc1 (stereo not drawn)	-2%	13%	-3%	5	22	-2%	7%	9	12%
O=C(O)C12CC3CC(C1)CC(n1ncc(NCc4ccccc4)c(Cl)c1=O)(C3)C2	-10%	-1%	-12%	-4	9	7%	-5%	0	0%
O=S(=O)(NCCc1ccccc1)c1ccc(Br)cc1	6%	0%	2%	-1	0	0%	1%	8	19%
O=S1OCCN1c1ccccc1 (stereo not drawn)	-6%	1%	4%	-22	4	16%	19%	0	3%
Cc1cc(C)n(CCCNC(=O)C2CC(=O)N(Cc3ccccc3)C2)n1 (stereo not drawn)	15%	0%	-4%	12	4	-3%	17%	4	-9%
N#CCCn1ccc(NC(=O)c2ccc(Cl)cc2)n1	11%	16%	-3%	-10	25	-5%	10%	-20	4%
O=C(c1ccc(C(F)(F)F)cc1)C1CCCN(C(=O)CCN2CCCO2)C1 (stereo not drawn)	15%	13%	-1%	3	23	3%	6%	4	24%
Nc1nc(Cl)cc(N2CCC(c3cc(-c4ccc(Cl)cc4Cl)n[nH]3)CC2)n1	?	23µM*	?	3	-11	?	?	20	7%
CC(C)(C)C(=O)N1c2ccccc2CCc2ccccc21	-1%	8%	-4%	0	-9	3%	-10%	13	2%
CN(C)CCCNC(=O)Cc1ccc(Br)cc1	-3%	-3%	-2%	4	0	0%	-6%	3	-4%
CCOc1ccc(NC(=O)Cn2c(=O)n(Cc3ccco3)c(=O)c3ccc(C(=O)NC4CCCC4)cc32)cc1	nt	?	nt	2	nt	8%	nt	nt	13%
Cc1ccc(C(=O)Nc2ccc(N3CCN(C)CC3)cc2)c(Cl)c1	-3%	-23%	-9%	-7	?	-7%	0%	-12	17%
O=C(Nc1ccc2oc(-c3ccccc3)nc2c1)c1ccc2c(c1)OCCO2	?	8.2µM*	?	13	-24	?	?	44	-14%
O=C(Cc1ccc(NC(=O)C2CCN(C(=O)C3CC3)CC2)cc1)Nc1ccc(C(=O)N2CCOCC2)cc1	16%	-20%	?	1	-18	-7%	9%	0	15%
CCOc1ccc2ccccc2c1/C=N\NC(=O)OC	15%	0%	-9%	0	-18	14%	6%	7	-6%
COC(=O)c1ccc(NC(=O)CSc2nncn2-c2cccnc2)cc1	0%	-11%	-58%[inhibitor]	-1	25	-2%	-2%	1	11%
CCOC(=O)c1ccc(NC(=O)C2CCCN(S(=O)(=O)c3ccc(F)cc3)C2)cc1 (stereo not drawn)	?	?	0%	13	-64*	-4%	?	50	-21%
NS(=O)(=O)OCc1ccc(C(F)(F)F)cc1	?	?	-6%	1	25	3%	8%	43	1%

At a glance, part of the list above:
SMILES	HT1080NT lethal	KB-V1 MDR tox	SW480 rerep	DRD3 agonist	IL1B secr inh	KB-3-1 cytotox	HT1080 IDH1KD tx	DRD3 antagonist	GLP1R ag
O=S1OCCN1c1ccccc1 (stereo not drawn)	-6%	1%	4%	-22	4	16%	19%	0	3%
Cc1cc(C)n(CCCNC(=O)C2CC(=O)N(Cc3ccccc3)C2)n1 (stereo not drawn)	15%	0%	-4%	12	4	-3%	17%	4	-9%
N#CCCn1ccc(NC(=O)c2ccc(Cl)cc2)n1	11%	16%	-3%	-10	25	-5%	10%	-20	4%
O=C(c1ccc(C(F)(F)F)cc1)C1CCCN(C(=O)CCN2CCCO2)C1 (stereo not drawn)	15%	13%	-1%	3	23	3%	6%	4	24%
Nc1nc(Cl)cc(N2CCC(c3cc(-c4ccc(Cl)cc4Cl)n[nH]3)CC2)n1	?	23µM*	?	3	-11	?	?	20	7%
CC(C)(C)C(=O)N1c2ccccc2CCc2ccccc21	-1%	8%	-4%	0	-9	3%	-10%	13	2%
CN(C)CCCNC(=O)Cc1ccc(Br)cc1	-3%	-3%	-2%	4	0	0%	-6%	3	-4%
CCOc1ccc(NC(=O)Cn2c(=O)n(Cc3ccco3)c(=O)c3ccc(C(=O)NC4CCCC4)cc32)cc1	nt	?	nt	2	nt	8%	nt	nt	13%
Cc1ccc(C(=O)Nc2ccc(N3CCN(C)CC3)cc2)c(Cl)c1	-3%	-23%	-9%	-7	?	-7%	0%	-12	17%
O=C(Nc1ccc2oc(-c3ccccc3)nc2c1)c1ccc2c(c1)OCCO2	?	8.2µM*	?	13	-24	?	?	44	-14%
O=C(Cc1ccc(NC(=O)C2CCN(C(=O)C3CC3)CC2)cc1)Nc1ccc(C(=O)N2CCOCC2)cc1	16%	-20%	?	1	-18	-7%	9%	0	15%
CCOc1ccc2ccccc2c1/C=N\NC(=O)OC	15%	0%	-9%	0	-18	14%	6%	7	-6%
COC(=O)c1ccc(NC(=O)CSc2nncn2-c2cccnc2)cc1	0%	-11%	-58%[inhibitor]	-1	25	-2%	-2%	1	11%
CCOC(=O)c1ccc(NC(=O)C2CCCN(S(=O)(=O)c3ccc(F)cc3)C2)cc1 (stereo not drawn)	?	?	0%	13	-64*	-4%	?	50	-21%
NS(=O)(=O)OCc1ccc(C(F)(F)F)cc1	?	?	-6%	1	25	3%	8%	43	1%
